Source: PubChem BioAssay (Icahn School of Medicine at Mount Sinai)
RBX1-CUL1 inh – human ROC1-CUL1 E3 ligase inhibition; in vitro K48 di-Ub FRET, acceptor:donor ratio, 45 min; inhibition, % at 10 µM; 0.6% of 140,000 active; P62877+Q13616; in the data active = inhibition above about 25%
Target sequence (P62877 whole entry, looked up): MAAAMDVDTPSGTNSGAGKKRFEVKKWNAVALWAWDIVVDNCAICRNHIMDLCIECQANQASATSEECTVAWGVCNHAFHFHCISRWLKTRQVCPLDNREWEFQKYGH
Target sequence (Q13616 whole entry, looked up): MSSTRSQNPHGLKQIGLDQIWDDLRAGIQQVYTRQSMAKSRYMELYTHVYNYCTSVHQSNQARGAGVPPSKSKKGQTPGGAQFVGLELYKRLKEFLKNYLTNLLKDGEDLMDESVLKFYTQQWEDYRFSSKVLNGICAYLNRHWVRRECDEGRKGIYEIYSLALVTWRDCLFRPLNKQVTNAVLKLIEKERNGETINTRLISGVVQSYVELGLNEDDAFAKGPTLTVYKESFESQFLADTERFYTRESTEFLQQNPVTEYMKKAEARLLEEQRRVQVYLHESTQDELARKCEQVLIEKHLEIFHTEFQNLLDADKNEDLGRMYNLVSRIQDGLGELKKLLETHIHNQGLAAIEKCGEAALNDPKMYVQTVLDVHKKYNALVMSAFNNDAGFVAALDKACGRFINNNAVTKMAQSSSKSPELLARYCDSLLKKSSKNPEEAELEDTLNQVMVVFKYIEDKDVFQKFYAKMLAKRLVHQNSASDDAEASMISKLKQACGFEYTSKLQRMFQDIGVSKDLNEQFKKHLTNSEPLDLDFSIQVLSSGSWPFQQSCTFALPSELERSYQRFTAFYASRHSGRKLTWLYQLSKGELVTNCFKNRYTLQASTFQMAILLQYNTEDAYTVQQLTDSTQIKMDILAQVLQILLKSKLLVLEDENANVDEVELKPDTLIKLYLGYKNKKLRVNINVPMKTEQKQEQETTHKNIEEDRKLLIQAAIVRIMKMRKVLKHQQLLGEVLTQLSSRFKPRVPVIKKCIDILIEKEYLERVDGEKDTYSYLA
The depositor's hits bear a star.

RBX1-CUL1 inh | compound
1.6 | CC(Oc1ccc(/C=N/n2cnnc2)cc1)C(=O)O (stereo unspecified)
3.6 | Cc1ccc2c(=O)c(C(=O)c3ccccc3)cn(CC(=O)Nc3ccc(C)c(Cl)c3)c2n1
-2.8 | C=C(C)Cn1c(=O)c2c(nc3n2CC(C)=NN3C)n(C)c1=O
-9.9 | COc1ccc(CCN2CCCC(CN(C)Cc3nc4ccccc4nc3C)C2)cc1 (stereo unspecified)
-2.0 | CC(=O)NC1=NC(=O)/C(=C/c2ccccc2)N1C
-2.8 | CCN(CC)S(=O)(=O)c1ccc(NC(=O)Cc2ccccc2)cc1
-1.1 | Cc1ccccc1CNC(=O)c1ccc(CN2CC(=O)N3CCCCC3C2=O)cc1 (stereo unspecified)
-1.3 | O=C1C(=O)/C(=C/c2ccccc2)CCC/C1=C/c1ccccc1
6.1 | CCc1ccccc1NC(=O)C12CCC(C)(C(=O)C1)C2(C)C (stereo unspecified)
-5.2 | CC(NC(=O)c1cccc(NC(=O)c2nsc3ccccc23)c1)c1ccccc1 (stereo unspecified)
-3.5 | Cc1csc(NC(=O)CCSCCC(=O)Nc2nc(C)cs2)n1
-3.2 | COCCCN1C(=O)c2[nH]nc(-c3ccccc3O)c2C1c1ccc(OC)cc1 (stereo unspecified)
-1.7 | Cn1c(CNC(=O)CSc2n[nH]c(-c3ccccc3)n2)nc2ccccc21
2.2 | CC(=O)N1c2ccccc2C(=O)C1N1CCN(c2cccc(Cl)c2)CC1 (stereo unspecified)
5.9 | CC(C)c1ccccc1OCC(=O)Nc1ccc(Cl)c(Cl)c1
-12.7 | Cc1nonc1CC(=O)N1CCc2ccc(NC(=O)Cc3ccccc3F)cc2C1
-2.6 | CCc1ccc(CN2CC[C@@H](N3CCN(C)CC3)[C@H](O)C2)o1
-1.8 | CCOC(=O)c1c(C)sc2c1Nc1cc(Br)ccc1S2
7.9 | Cc1ccc(NC(=O)c2ccco2)c(NC(=O)C2CCCO2)c1 (stereo unspecified)
8.8 | O=C1CC(c2ccc(O)cc2)C2=C(CC(c3ccccc3Cl)CC2=O)N1 (stereo unspecified)
0.2 | Cc1ccc(C)c(S(=O)(=O)n2nc(C)c(S(=O)(=O)N3CCC(C)CC3)c2C)c1
-11.8 | COc1ccc(C(=O)c2ccccc2)c(OCC(=O)N(C)C)c1
-2.8 | COC(=O)NNC(=O)CCc1ccccc1
-9.2 | CCOC(=O)c1cccc(NC(=O)CCS(=O)(=O)c2ccc3c(c2)CCN3C(=O)CC)c1
-1.7 | O=C(N/N=C\c1cc(Br)ccc1O)c1ccc(Cl)s1

Reprinted from the part before: five compounds, then new ones.
RBX1-CUL1 inh | compound
0.2 | Cc1ccc(C)c(S(=O)(=O)n2nc(C)c(S(=O)(=O)N3CCC(C)CC3)c2C)c1
-11.8 | COc1ccc(C(=O)c2ccccc2)c(OCC(=O)N(C)C)c1
-2.8 | COC(=O)NNC(=O)CCc1ccccc1
-9.2 | CCOC(=O)c1cccc(NC(=O)CCS(=O)(=O)c2ccc3c(c2)CCN3C(=O)CC)c1
-1.7 | O=C(N/N=C\c1cc(Br)ccc1O)c1ccc(Cl)s1
-9.1 | CNS(=O)(=O)c1cc(C)c2[nH]c(=O)cc(C)c2c1
-6.8 | CCN(CC)c1ccc(NC(=O)C2CCCN(S(=O)(=O)c3ccc4c(c3)oc(=O)n4C)C2)c(C)c1 (stereo unspecified)
-4.1 | CCOC(=O)c1[nH]c2c(c1Cc1ccccc1C)C(=O)CC(c1cc(OC)ccc1OC)C2 (stereo unspecified)
-2.7 | c1cncc(CNc2nncc(-c3ccc4c(c3)OCO4)n2)c1
-9.9 | O=C(CC1C(=O)N(c2ccccc2)C(=O)N1CCc1cccs1)Nc1ccc(Cl)cc1 (stereo unspecified)
-4.5 | CC(C)CC(=O)C(=O)N(C)CC1CCCN(CCc2ccc(Cl)cc2)C1 (stereo unspecified)
13.9 | CCC(C)n1c(C)cn2c3c(=O)n(CCN4CCCCC4)c(=O)n(C)c3nc12 (stereo unspecified)
-0.6 | O=C(c1ccc(CNS(=O)(=O)c2cccc(C(F)(F)F)c2)cc1)N1CCOCC1
0.7 | Cc1ccc2c(c1)C1=C(SS/C1=C\c1c3ccccc3nc3ccccc13)C(C)(C)N2
-6.5 | Cc1ccc(/C=C2\CCC3=C2OC(=N)C(C#N)C3c2ccc(C)cc2)cc1 (stereo unspecified)
0.3 | O=C(Cn1cncn1)NC1CCCN(C2CCCCCC2)C1 (stereo unspecified)
7.4 | CCCc1ccc(C(=O)N2CCN(c3ccc(F)cc3)CC2)cc1
-3.6 | COc1ccc(-c2cnnc(N3CCCC(OCc4ccccn4)C3)n2)cc1OC (stereo unspecified)
2.6 | CC#CCOc1ccc(CN(C(=O)c2ccccc2OC)C2CCCC2)cc1
1.0 | COc1ccccc1NC(=O)c1c(C)noc1C
6.0 | CCS(=O)(=O)N(C)c1ccc(C(=O)NCC(C)C)cc1
-3.4 | Cc1c(C(=O)NCc2cccc(Cl)c2)sc2nc3n(c(=O)c12)CCC3
6.5 | Cc1cc(C)c(C(=O)N2CCC(C3CCN(Cc4cccnc4)CC3)C2)[nH]1 (stereo unspecified)
-20.0 | COc1cc(C(=O)NCC(C)C)cc(OC)c1OC
9.1 | CC(C)(C)c1ccc(OCCSc2nc(-c3cccs3)nc3cc(=O)[nH]n23)cc1
-6.4 | Clc1ccc(-c2noc3ncnc(NC4CCCCC4)c23)cc1
-7.5 | CN(C)c1ccc(CNC(=O)c2ccc3nc(CCc4ccccc4)oc3c2)cc1
6.7 | O=C1NC(=O)N(c2ccc(F)cc2)C2=NC(c3ccco3)=NC(C(F)(F)F)(C(F)(F)F)C12 (stereo unspecified)
11.1 | CC(C)CNC(=O)c1ccc(N2CCCCC2)cc1
-3.5 | COc1ccc(C)cc1NC(=O)c1cc2c(=O)n3cccc(C)c3nc2s1

More records
RBX1-CUL1 inh | compound
8.2 | CC1CC(=O)C2=C(C1)OC(=N)C(C#N)C2c1ccc(F)cc1 (stereo unspecified)
11.0 | CCOC(=O)c1ccc(NC(=O)C(C)C)cc1
0.2 | COc1ccc(-n2c(=O)c3c4c(sc3n(Cc3cc(C)ccc3C)c2=O)CN(C(C)=O)CC4)c(OC)c1
-1.6 | COc1ccc(C(=O)Nc2ccccc2C(=O)OCc2cc(=O)n3nc(C4CC4)sc3n2)cc1
7.7 | CC1=NC(=O)NC(c2ccc(N(C)C)cc2)C1C(=O)Nc1ccc(F)cc1 (stereo unspecified)
-12.3 | COc1ccc(CNC(=O)C(=O)NCC(c2cccs2)S(=O)(=O)c2cccs2)cc1 (stereo unspecified)
10.5 | CCN1C(=O)c2ccccc2S(=O)c2ccc(C(=O)N3CCN(c4cccc(C)c4)C(C)C3)cc21 (stereo unspecified)
-6.3 | CCOc1ccccc1CNC(=O)CCCn1ccc2cc(S(=O)(=O)N3CCCC3)ccc21
-0.8 | COc1ccc(C=C2C(=O)NC(=O)NC2=O)cc1COc1ccc(F)cc1
7.2 | CC(C)(C)c1ccc(-c2nn(CNc3cccc(C(F)(F)F)c3)c(=S)o2)cc1
1.8 | CC(C)c1ccc(C(=O)Nc2cc(-c3ccccc3F)nn2-c2ccccc2)cc1
8.0 | O=c1[nH]cnc2cc3nc[nH]c3cc12
1.8 | O=C(CSc1ccc(-c2cccs2)nn1)Nc1ccccc1
-0.1 | CCn1c(C)c(C)c2cc(C(=O)NCCc3cc(OC)ccc3OC)ccc21
6.5 | O=C(NCc1ccccc1Cl)C1=Cc2cc(Br)ccc2OC1
0.3 | Cc1ccc(NC(=O)CSc2nc(N)cc(N)n2)cc1
5.8 | Clc1ccc(OCCN2CCCCC2)c2ccccc12
9.0 | CC(C)c1ccc(C(OCCN(C)C)c2ccc(C(C)C)cc2)cc1
-14.3 | O=C(CN1C(=O)COc2ccc(S(=O)(=O)N3CCCCC3)cc21)NCc1ccc(Cl)cc1
-6.0 | O=C(NCc1ccc(F)cc1)c1nn2c(C(F)(F)F)cc(-c3cccs3)nc2c1Cl
-7.3 | COC(=O)CN(C)Cc1c(C(=O)N2CCCCCCC2)nc2sccn12
15.0 | COc1ccc(CCN2CCCC(CN(C)C(=O)c3cccnc3)C2)cc1 (stereo unspecified)
-7.5 | CCCN1CC=C2C(C#N)C(=N)C(C#N)(C#N)[C@@H](c3ccc(OC)c(OC)c3)[C@@H]2C1 (stereo partly specified)
5.6 | CCOc1ccc(NC(=O)CC2C(=O)N(c3ccc(C)cc3)C(=O)N2CCC2=CCCCC2)cc1 (stereo unspecified)
1.0 | CCN(CCO)C(=O)CCC1(Cc2ccc(OC)c3ccccc23)CCC(=O)N1 (stereo unspecified)

By substructure, the entries above containing an aryl thioether with sulfur outside any ring.
RBX1-CUL1 inh | compound
-1.7 | Cn1c(CNC(=O)CSc2n[nH]c(-c3ccccc3)n2)nc2ccccc21
9.1 | CC(C)(C)c1ccc(OCCSc2nc(-c3cccs3)nc3cc(=O)[nH]n23)cc1
1.8 | O=C(CSc1ccc(-c2cccs2)nn1)Nc1ccccc1
0.3 | Cc1ccc(NC(=O)CSc2nc(N)cc(N)n2)cc1

More entries follow.
RBX1-CUL1 inh | compound
4.4 | CC(C)OC(=O)c1c(-c2ccc(-c3ccccc3)cc2)csc1N
7.3 | CCOC(=O)C(C)N1C(=O)S/C(=C/c2cc(Cl)c(O)c(OC)c2)C1=O (stereo unspecified)
-7.0 | O=C(CCCCCn1c(=O)c2sccc2n(Cc2ccc(Cl)cc2)c1=O)NCc1ccc2c(c1)OCO2
10.1 | COc1cccc(CC2(CO)CCCN(Cc3cc(=O)c4ccccc4[nH]3)C2)c1 (stereo unspecified)
4.1 | Cc1ccc(S(=O)(=O)N2CCCC2C(=O)N2CC(C)OC(C)C2)cc1 (stereo unspecified)
-2.5 | O=C(NC1(C(F)(F)F)C(=O)N=C2C1C(=O)NC(=O)N2CCc1ccccc1)c1ccc(Cl)cc1 (stereo unspecified)
-4.0 | CCSCCOC(=O)C1C(C)=NC(=S)NC1c1cc(OC)ccc1OC (stereo unspecified)
2.8 | COc1ccc(CNC(=O)CCC2CCCN(Cc3ccc(C)s3)C2)c(OC)c1 (stereo unspecified)
1.7 | CC1=CC(C)(C)N(C(=O)CSc2nnc(-c3ccc(C)cc3)o2)c2ccc(C)cc21
0.8 | O=S1OC(c2ccccc2)(c2ccccc2)c2ccccc21 (stereo unspecified)
-0.2 | N#Cc1cc2c(nc1SCc1nc3ccccc3[nH]1)CCCCC2
1.4 | O=c1[nH]c(Sc2ccc([N+](=O)[O-])cc2[N+](=O)[O-])nc2ccccc12
-4.5 | Cc1ccc(C)c(-c2[nH]c(-c3ccc(N(C)C)cc3)nc2-c2ccccc2)c1
-2.2 | CC1(C)CC(O)CC(C)(CNS(=O)(=O)c2ccc3oc4ccccc4c3c2)C1 (stereo unspecified)
-2.1 | CCc1ccccc1N1CC(c2nc3ccccc3n2CCCCOc2ccccc2)CC1=O (stereo unspecified)
-5.1 | Cc1ncc2c(c1CNC(=O)c1cccs1)CCN(C(=O)c1c(-c3ccccc3)noc1C)C2
6.2 | O=C(CCC1(Cc2ccc(F)cc2)CCC(=O)N1)NCc1cccc(OC(F)(F)F)c1 (stereo unspecified)
8.1 | Clc1ccc(C2CC(c3cccs3)=Nc3nnnn32)cc1 (stereo unspecified)
3.3 | N#CC(C#N)=Cc1cccc(Oc2ccccc2)c1
1.7 | Cc1c(Cl)cccc1Nc1nc2ccc(C(=O)c3ccccc3)cc2n2cnnc12
5.7 | Cc1cccc(CN2CCCC(O)(CNCc3ccon3)C2=O)c1 (stereo unspecified)
9.0 | CCCC1=C(C(=O)OCC)C(c2cc(OC)ccc2OC)C(C#N)C(=N)O1 (stereo unspecified)
3.4 | CCC(=O)NS(=O)(=O)c1cccnc1Nc1ccccc1Cl
-1.5 | Cc1ccc2oc3c(-c4ccccc4)n[nH]c3c2c1
-7.5 | CCCCc1ccc(N=Cc2ccc(OC(=O)OCC)cc2)cc1

3 compounds from above, sorted by the value under RBX1-CUL1 inh, low to high.
SMILES | RBX1-CUL1 inh
Cc1ccc2oc3c(-c4ccccc4)n[nH]c3c2c1 | -1.5
O=c1[nH]c(Sc2ccc([N+](=O)[O-])cc2[N+](=O)[O-])nc2ccccc12 | 1.4
Clc1ccc(C2CC(c3cccs3)=Nc3nnnn32)cc1 (stereo unspecified) | 8.1

Remaining list, next part
RBX1-CUL1 inh | compound
5.7 | Cc1ccc(N=C2NC(=O)CC(C)S2)cc1 (stereo unspecified)
4.9 | CCOC(=O)C1=C(C)N=c2s/c(=C/c3ccc(Sc4nc5ccccc5[nH]4)o3)c(=O)n2C1c1c(OC)ccc2ccccc12 (stereo unspecified)
8.4 | CCCCCOc1ccc(C(NC(=O)c2ccccc2)NC(=O)c2ccccc2)cc1OC
-3.8 | CCOc1ccc(NC(=O)c2cnsn2)cc1
0.8 | CC(C)NC(=O)CCc1ccc(C(C)(C)C)cc1
-5.3 | COc1ccc(/C=N/NC(=O)c2cc3ccccc3o2)cc1
1.7 | O=C(CSc1nc2sc3c(c2c(=O)n1-c1ccccc1)CCCC3)NCCOc1ccccc1
2.8 | O=C(OCc1ccccc1)C1C2C=CC3(CN(c4ccc(Cl)cc4)C(=O)C13)O2 (stereo unspecified)
4.1 | O=C1CC(c2ccccc2)CC(=O)C1C=Nn1cnc2ccccc2c1=O (stereo unspecified)
0.9 | O=C(ON=C1c2ccccc2-c2ccccc21)c1ccc(F)cc1
1.7 | CCCN1CCC(N2CCCCC2C(=O)Nc2ccc(Oc3ccccc3)nc2)CC1 (stereo unspecified)
14.0 | Cc1ccc(S(=O)(=O)CC(C)N2CCN(C)CC2)cc1 (stereo unspecified)
4.8 | COC(=O)c1cnc(NCc2ccc(F)cc2)c2ccccc12
7.1 | CC(C)(CCl)C(=O)N1C(=O)C(C)(C)COc2ccccc21
-7.2 | O=C1NC2(Oc3ccccc31)C(=O)Nc1ccccc12 (stereo unspecified)
-7.7 | C=CCn1c(SCc2ccc(C(=O)NCCCO)cc2)nc2sc3c(c2c1=O)CCCC3
-0.8 | COc1ccccc1C1CC(c2c(-c3ccccc3)c3cc(Br)ccc3[nH]c2=O)=NN1C(=O)C12CC3CC(CC(C3)C1)C2 (stereo unspecified)
2.7 | CCNS(=O)(=O)c1ccc(NC(=O)c2ccc(Cn3cc(Br)cn3)o2)cc1
5.6 | O=C(c1ccccc1)c1cc(Cl)ccc1N=Cc1ccc([N+](=O)[O-])s1
1.7 | COCc1nnc(NC(=O)COc2ccc(C(C)(C)c3ccccc3)cc2)s1

An excerpt; the hit share may differ from the screen's.
